MazEF act: MazEF (E. coli) toxin RNase activation; P0AE70; FAM/BHQ RNA-DNA oligo cleavage fluorescence, 5 h; activation, % at 20 µM; actives 0.32% (n = 350,000); in the data active means activation above about 50%
Target sequence (P0AE70 whole entry, looked up): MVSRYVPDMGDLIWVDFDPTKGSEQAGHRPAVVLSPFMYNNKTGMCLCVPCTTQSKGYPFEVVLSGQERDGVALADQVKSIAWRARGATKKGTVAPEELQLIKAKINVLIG
SSB-PriA inh: inhibitors of Klebsiella pneumoniae PriA binding to SSB C-terminal tail | AlphaScreen SSBct-PriA binding, biotinylated peptide | inhibition, % at 33 µM | actives 0.6% (n = 430,000) | AID 1272365; in the data active means inhibition mostly above about 37%, no sharp cut-off; inactive means mostly below about 20%;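 further: plate controls were negative control peptide for no effect and reference peptide for full effect; strong numbers were not always called active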
BH1578 lux ind: quorum light induction in luxS cqsA deficient V. cholerae. AID 588436. V. cholerae BH1578 lux reporter, luminescence, 6 h. activation, % at 18.7 µM. actives 0.16% (n = 350,000); in the data active means activation mostly above about 9.7%, no sharp cut-off; further: not every result past the cut was called active; inactives centre near 0; reference of the scale not given here
VHR inh abs: blocks human VHR1 dual specificity phosphatase; recombinant VHR phosphatase, pNPP absorbance; inhibition, % at 13.3 µM; actives 0.52% (n = 290,000); AID 1654; in the data active means inhibition above about 50%; further: some compounds called inactive have numbers as strong as hits
Target sequence (P51452 whole entry, looked up): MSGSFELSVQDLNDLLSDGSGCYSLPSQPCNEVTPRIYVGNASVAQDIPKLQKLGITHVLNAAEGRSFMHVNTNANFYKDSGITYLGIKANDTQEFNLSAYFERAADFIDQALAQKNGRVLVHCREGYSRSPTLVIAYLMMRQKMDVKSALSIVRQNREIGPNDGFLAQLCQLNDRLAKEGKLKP
3CLpro inhibitor: SARS-CoV 3CLpro protease inhibition; actives 0.14% (n = 290,000); P0C6X7; recombinant SARS-CoV 3CLpro, quenched FRET peptide cleavage; inhibition, % at 6 µM; in the data active means inhibition above about 12%
GDH-TPI counter: counter-screen for M. tuberculosis FBA inhibitors: GDH-TPI coupled enzymes; AID 588335; inhibition, % at 4.8 µM; GDH-TPI coupled enzyme counterscreen, NADH absorbance; actives 1.2% (n = 360,000); in the data active means inhibition above about 30%;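 further: 0% = DMSO wells and 100% = wells lacking the enzyme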
Mtb BioA inh: inhibitors of Mycobacterium tuberculosis BioA enzyme | purified M. tuberculosis BioA enzyme, plate reader | inhibition, % at 9.99 µM | actives 0.096% (n = 360,000) | AID 602481; in the data active means inhibition above about 40%
Rv3671c protease: Rv3671c (M. tuberculosis) protease inhibition | P9WHR9 | inhibition, % at 5.96 µM | actives 0.048% (n = 320,000) | AID 2606; in the data active means inhibition above about 38%;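 further: extracellular domain of Rv3671c used as enzyme; 0% = enzyme with DMSO and 100% = no enzyme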
Target sequence (P9WHR9 whole entry, looked up, the tested form may be a part): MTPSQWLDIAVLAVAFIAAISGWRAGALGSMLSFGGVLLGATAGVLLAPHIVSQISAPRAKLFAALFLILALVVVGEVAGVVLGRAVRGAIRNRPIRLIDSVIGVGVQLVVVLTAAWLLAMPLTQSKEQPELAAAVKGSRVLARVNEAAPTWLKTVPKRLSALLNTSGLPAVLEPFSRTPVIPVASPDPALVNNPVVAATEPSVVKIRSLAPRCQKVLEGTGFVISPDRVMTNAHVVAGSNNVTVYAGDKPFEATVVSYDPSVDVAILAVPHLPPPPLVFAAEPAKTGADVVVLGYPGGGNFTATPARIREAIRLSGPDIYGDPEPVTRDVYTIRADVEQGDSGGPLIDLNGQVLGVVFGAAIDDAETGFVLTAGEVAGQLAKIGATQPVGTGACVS
Mtb UGM inh: Mtb UDP-galactopyranose mutase inhibition | purified UGM, fluorescence polarization probe displacement | inhibition, % at 10 µM | actives 0.06% (n = 320,000); in the data active means inhibition above about 10%, passing the limit was not always enough
Target sequence (P9WIQ1 whole entry, looked up): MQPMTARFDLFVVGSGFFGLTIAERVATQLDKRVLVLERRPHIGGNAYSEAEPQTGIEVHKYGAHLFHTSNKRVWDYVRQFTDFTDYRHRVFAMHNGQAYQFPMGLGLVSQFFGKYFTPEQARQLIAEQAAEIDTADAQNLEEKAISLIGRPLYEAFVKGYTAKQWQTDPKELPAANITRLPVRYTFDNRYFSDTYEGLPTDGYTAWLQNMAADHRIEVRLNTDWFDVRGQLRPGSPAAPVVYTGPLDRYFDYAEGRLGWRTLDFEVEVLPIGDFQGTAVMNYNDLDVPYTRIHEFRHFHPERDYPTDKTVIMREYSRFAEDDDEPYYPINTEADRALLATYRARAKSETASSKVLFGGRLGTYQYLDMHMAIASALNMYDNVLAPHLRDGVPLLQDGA
Mtb FBA inh: inhibitors of M. tuberculosis fructose-bisphosphate aldolase; purified M. tuberculosis FBA, fluorescence read-out; inhibition, % at 1 µM; actives 2.3% (n = 360,000); AID 588726; in the data active means inhibition above about 27%;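 further: 0% = vehicle and 100% = reference inhibitor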
Numbers without * were called inactive; i = inactive; · = not tested or not shown. Some of the compounds tested; rates above refer to the full screens.

SMILES	MazEF act	SSB-PriA inh	BH1578 lux ind	VHR inh abs	3CLpro inhibitor	GDH-TPI counter	Mtb BioA inh	Rv3671c protease	Mtb UGM inh	Mtb FBA inh
O=C(NCCCn1ccnc1)c1nn2c(C(F)(F)F)cc(-c3ccc(Br)cc3)nc2c1Cl	-1	-1	-2.6	36	-3	13	·	-13	·	4
C=CCN(N=Nc1cccc([N+](=O)[O-])c1)c1cccc([N+](=O)[O-])c1	-3	19	1.5	-11	0	24	-1.1	5	2.2	4
O=C(Cc1ccccc1)NC(CSSCC(NC(=O)Cc1ccccc1)C(=O)O)C(=O)O (centres undefined)	1	-14	i	·	·	6	0.9	·	·	2
COc1ccc2[nH]cc(CCN=C3SCC(=O)N3C)c2c1	-3	2	i	6	-5	-8	-2.4	9	2.0	0
Cc1ccccc1OCC(=O)NNC(=O)CCN1C(=O)c2ccccc2C1=O	5	4	i	-12	-3	2	-0.2	13	-2.0	-1
Cc1cccc(NC(=O)c2cccnc2)c1	6	2	i	8	-2	5	9.5	-2	-0.5	2
C=C(C)C(=O)Nc1ccc(OC(F)(F)C(F)F)c(NC(=O)C(=C)C)c1	7	6	i	14	1	10	-0.6	3	0.7	2
COc1ccc(Nc2ccc(S(=O)(=O)N3CCCCC3)cc2[N+](=O)[O-])cc1	-5	29	-0.2	3	-3	20	-1.1	14	-0.7	-4
O=C(Cc1cccc(NC(=O)C2CCCN(C(=O)c3ccccc3)C2)c1)Nc1cccc(C(=O)N2CCOCC2)c1 (centres undefined)	0	-3	-1.1	·	·	0	-0.5	·	·	-3
Cc1cc(-c2ccc(C)c(S(=O)(=O)NC(C)Cc3ccco3)c2)on1 (centres undefined)	10	7	-0.3	-27	0	3	2.6	-2	0.1	4
COc1ccc(-c2cnc(C(O)c3ccc(OC)c(F)c3)[nH]2)cc1 (centres undefined)	·	·	0.3	·	·	-11	1.9	·	·	0
CC(C)(C)NC(=O)N1CCn2cccc2C1c1ccccc1F (centres undefined)	-1	8	i	36	-5	5	·	0	2.1	2
N#Cc1c(NC(=O)COC(=O)C2=COCCO2)sc2c1CCCC2	4	·	i	·	·	8	·	·	·	0
O=C(Nc1ccc2c(c1)OCO2)C(=O)c1c[nH]c2ccccc12	-4	-1	-11	6	0	23	-1.6	-7	-2.2	1
COc1ccc(C2/C(=C(/O)c3ccccc3)C(=O)C(=O)N2CCO)cc1 (centres undefined)	-2	·	i	-10	-1	17	-0.7	-7	0.4	-2
NC(=O)NC[C@@H]1CC[C@@H](Cc2ccc(-c3ccccc3)cc2)O1	4	-11	i	·	·	-5	1.0	·	·	-1
S=c1[nH]nc(-c2cccc(Cl)c2)n1/N=C/c1ccco1	0	·	·	-8	-1	·	·	0	-0.4	·
CCOc1ccc(C(=O)Nc2cccc(C(C)=O)c2)cc1[N+](=O)[O-]	-3	-12	-0.4	12	0	10	-0.2	-2	1.4	1
COc1ccc([C@H]2C[C@@H](O)[C@H](n3cc(C4CC4)nn3)CN2C(=O)C2CCCCC2)cc1	5	·	-0.4	·	·	6	1.9	·	·	0
N#Cc1ccccc1NC(=O)C1CC(=O)N(c2ccc3c4c(cccc24)CC3)C1 (centres undefined)	-6	2	3.6	17	-5	-3	·	7	2.3	0
CCn1c(SCC(=O)Nc2ccc3c(c2)OCO3)nc2ccccc21	1	1	i	4	4	10	3.5	0	0.7	1
CCOC(=O)c1nnn(-c2nc(N(C)C)nc(N(C)C)n2)c1C	14	-10	-1.0	8	4	2	·	0	2.1	2
O=C(O)Cc1ccc(NS(=O)(=O)c2ccccc2Cl)cc1	2	-3	0.0	-7	4	4	·	2	0.2	-3
CC1=CC(=C2C(=O)c3ccccc3C2=O)C=C(C)N1C	8	-5	i	-8	1	22	·	1	-0.9	-2
CCN(C(=O)COC(=O)COc1ccccc1Cl)c1c(N)n(Cc2ccccc2)c(=O)[nH]c1=O	5	-10	-2.0	·	·	-4	4.4	-2	0.0	0

Seven of these compounds, reformatted:
| smiles | MazEF act | SSB-PriA inh | BH1578 lux ind | VHR inh abs | 3CLpro inhibitor | GDH-TPI counter | Mtb BioA inh | Rv3671c protease | Mtb UGM inh | Mtb FBA inh |
| --- | --- | --- | --- | --- | --- | --- | --- | --- | --- | --- |
| Cc1cccc(NC(=O)c2cccnc2)c1 | 6 | 2 | i | 8 | -2 | 5 | 9.5 | -2 | -0.5 | 2 |
| C=C(C)C(=O)Nc1ccc(OC(F)(F)C(F)F)c(NC(=O)C(=C)C)c1 | 7 | 6 | i | 14 | 1 | 10 | -0.6 | 3 | 0.7 | 2 |
| COc1ccc(Nc2ccc(S(=O)(=O)N3CCCCC3)cc2[N+](=O)[O-])cc1 | -5 | 29 | -0.2 | 3 | -3 | 20 | -1.1 | 14 | -0.7 | -4 |
| O=C(Cc1cccc(NC(=O)C2CCCN(C(=O)c3ccccc3)C2)c1)Nc1cccc(C(=O)N2CCOCC2)c1 (centres undefined) | 0 | -3 | -1.1 | · | · | 0 | -0.5 | · | · | -3 |
| Cc1cc(-c2ccc(C)c(S(=O)(=O)NC(C)Cc3ccco3)c2)on1 (centres undefined) | 10 | 7 | -0.3 | -27 | 0 | 3 | 2.6 | -2 | 0.1 | 4 |
| COc1ccc(-c2cnc(C(O)c3ccc(OC)c(F)c3)[nH]2)cc1 (centres undefined) | · | · | 0.3 | · | · | -11 | 1.9 | · | · | 0 |
| CC(C)(C)NC(=O)N1CCn2cccc2C1c1ccccc1F (centres undefined) | -1 | 8 | i | 36 | -5 | 5 | · | 0 | 2.1 | 2 |

Carrying on:
SMILES	MazEF act	SSB-PriA inh	BH1578 lux ind	VHR inh abs	3CLpro inhibitor	GDH-TPI counter	Mtb BioA inh	Rv3671c protease	Mtb UGM inh	Mtb FBA inh
CC(C)(C)[C@H]1COC(=O)[C@@H](Cc2ccc(F)cc2)C/C=C\C[C@@H](CC(=O)N[C@@H](CO)Cc2ccccc2)C(=O)N1	2	-11	0.8	·	·	7	-0.2	-7	4.0	3
Cc1nn2c(N3CCOCC3)cc(C(C)(C)C)nc2c1-c1ccc(Cl)cc1	-6	-14	i	-35	-1	5	·	·	·	1
Cc1ccc(Cl)cc1OCC(=O)NCCOC(=O)Nc1sc(=S)n(C)c1C	2	-4	-0.5	55*	-3	8	·	-2	2.4	-1
Cc1ccc(CN2CCNC(=O)C2CC(=O)NCC(F)(F)F)o1 (centres undefined)	-9	-17	-0.4	21	4	-2	-0.6	-2	-1.3	-3
O=c1c2ccccc2nc(-c2ccoc2)n1-c1ccccc1	0	-5	-2.6	23	6	14	-0.9	-4	0.9	-1
O=C1CCCN1CCCNS(=O)(=O)c1ccc(F)c(F)c1	4	-3	0.6	24	-1	3	0.3	-9	0.8	0
COC(=O)NN=C1CCC(c2ccccc2)CC1 (centres undefined)	-5	1	-2.5	7	-1	-7	2.6	·	1.0	4
Cc1c(C(c2ccc(Br)cc2)c2c(C)n(C)n(-c3ccccc3)c2=O)c(=O)n(-c2ccccc2)n1C	8	-13	-0.3	24	-7	10	4.2	-1	3.2	2
COc1ccc(C(=O)N2CCc3cc4c(cc3C2C)OCCCO4)cc1 (centres undefined)	-3	7	-0.4	16	0	-2	0.8	-8	-0.7	1
CCOC(=O)N1CCN(C(=O)CNC(=O)c2nn(-c3ccc(OC)c(OC)c3)c(=O)c3ccccc23)CC1	8	-8	-0.5	41	-2	0	-1.7	3	3.0	3
O=C(CN1CCN(Cc2ccccc2)CC1)N1CCCc2ccccc21	15	-5	1.4	30	5	1	-1.8	3	-1.5	2
CC(C)(C)NC(=O)C(c1ccco1)N(Cc1ccc2c(c1)OCO2)C(=O)Cn1nnc2ccccc21 (centres undefined)	2	0	-8.8	-3	-2	6	0.2	12	2.3	-1
Nc1nc(-c2cccnc2)nc2sc3c(c12)CCCC3	-14	-12	-0.1	28	-2	5	·	-19	-1.1	15
O=C(CN1C(=O)NC2(CCOc3ccccc32)C1=O)c1ccc(F)cc1 (centres undefined)	3	6	0.5	·	·	-2	0.5	12	-1.7	-3
Cc1noc(C)c1COC(=O)c1ccc(F)c(S(=O)(=O)N2CCOCC2)c1	3	-6	-3.1	·	·	3	1.0	6	·	-1
Cc1ccccc1-n1nnnc1SCC(=O)NCC1(N2CCOCC2)CCCCC1	5	-7	-7.1	·	·	0	0.1	-1	-1.1	-1
Cc1cccc(OCc2nnc(SCC(=O)N3CCN(C(=O)c4ccco4)CC3)n2C)c1C	-9	-12	-0.4	12	-8	-8	0.4	-6	0.9	-2
Cc1nnc(SCCN2CCOCC2)n1-c1cccc(Cl)c1	1	-9	-0.3	13	-7	-8	-0.7	0	-1.8	0
COc1ccc(/C=N/NC(=O)CNC(=O)COc2ccccc2)cc1	8	·	3.4	10	4	8	·	4	-2.2	-2
CC(Oc1ccc(Br)cc1)C(=O)Nn1c(=S)[nH]c2ncccc2c1=O (centres undefined)	·	·	·	9	3	·	·	-14	0.9	·
O=C(O)CSc1nc2ccc(Cl)cc2[nH]1	-10	-4	i	18	-4	10	-0.1	9	0.4	-1
Cc1cc(C)n2nc(SCc3cc(=O)oc4cc(O)ccc34)nc2n1	·	·	·	-6	-3	·	·	-16	-1.4	·
COc1ccc(/C=C/c2ccccc2)cc1[C@H]1[C@H]2C=CC[C@@H](C)[C@@H]2C(=O)N1Cc1ccccc1	-6	-13	i	-31	·	14	-1.6	-5	-1.2	2
COc1cc(C(=O)OC2C[C@H]3CC[C@@H](C2)N3)ccc1O (some centres undefined)	12	3	i	-13	-1	11	-3.8	-7	1.8	4
CCn1cnc2cc(NCc3nc4ccccc4n3Cc3ccccc3)ccc21	3	24	-0.2	22	5	-1	3.0	-2	1.0	-4
SMILES	MazEF act	SSB-PriA inh	BH1578 lux ind	VHR inh abs	3CLpro inhibitor	GDH-TPI counter	Mtb BioA inh	Rv3671c protease	Mtb UGM inh	Mtb FBA inh
CC(=O)c1cccc(NC(=O)C2Cc3c(-c4ccc(Cl)cc4)ccnc3O2)c1 (centres undefined)	·	·	i	·	·	4	0.5	·	·	-2
COc1ccc(NC(=O)C2=C(C)Nc3ncnn3C2c2ccccc2C(F)(F)F)c(OC)c1 (centres undefined)	7	7	-0.4	-13	2	14	0.4	0	-1.9	9
O=S(=O)(NC1CCCC1)c1cccc(-c2nnc(-c3ccccc3)o2)c1	3	-13	-0.4	39	-2	6	·	-8	1.9	1
O=C(Nc1ccon1)c1ccccc1F	-4	-13	-2.2	25	2	6	·	-1	-3.1	0
CC1CCCCC1NC(=O)CCn1c(=S)[nH]c2ccccc2c1=O (centres undefined)	7	·	i	·	·	0	·	·	·	-3
Cc1ccc(S(=O)(=O)N(C)c2ccc(OCC(=O)NCC3(N(C)C)CCCCC3)cc2)cc1	4	9	3.7	·	·	1	-0.7	6	1.9	-2
N#Cc1ccc(COC(=O)C2CCC(=O)N2)cc1 (centres undefined)	-9	-6	i	12	-7	8	1.2	-5	3.0	2
COC(=O)C1(C)NC(c2cccs2)C2C(=O)N(c3ccc(F)cc3)C(=O)C21 (centres undefined)	3	-8	i	13	-2	4	·	7	0.7	0
Cc1cccc(C)c1-n1cccc1/C=C1/C(=N)N2C(=NC1=O)SN=C2S(C)(=O)=O	-12	2	-0.3	7	6	32*	·	-25	2.0	-4
COc1ccc(S(=O)(=O)N2CCCC(C(=O)NC3CCCC3)C2)cc1OC (centres undefined)	11	-5	-0.6	7	-12	14	-0.3	-7	2.6	-3
COc1cccc(-c2nnc(SCC(=O)NCc3ccc4c(c3)OCO4)n2Cc2ccco2)c1	2	2	i	0	-1	1	·	-6	4.4	3
CCOC(=O)c1cc(C(=O)NC(C)c2ccccc2)c(=O)[nH]c1C (centres undefined)	-6	-8	-0.6	9	-4	13	-0.9	-3	3.2	-1
CC1(C)NC(=O)N(CC(O)COc2ccc(N3C(=O)c4ccccc4C3=O)cc2)C1=O (centres undefined)	3	-3	-0.6	19	3	0	·	-3	-0.1	0
Cc1cc(C)cc(NC(=O)[C@H](Cc2c[nH]c3ccccc23)NC(=O)[C@@H]2Cc3ccccc3CN2)c1	-14	11	-0.3	29	-1	16	-2.6	-4	2.5	8
CCc1nc(N2CCN(C(=O)CCl)CC2)c2c3c(sc2n1)CC(C)CC3 (centres undefined)	0	5	-0.4	-23	38*	-6	0.1	-8	2.1	0
CCC1c2ccc(C)n2CCN1C(=O)Nc1ccccc1OC (centres undefined)	5	9	0.1	4	-1	1	-2.8	-15	0.2	4

Source: PubChem (several laboratories)
